Platelet DG rel: platelet dense granule release activity | human platelet-rich plasma, SFLLRN dense granule ATP release, luminescence | inhibition, %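 (compounds screened at 7.5 µM in platelet-rich plasma)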 | AID 1663 | 300,000 compounds, 0.22% hits;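 active means mean replicate score, as percent of positive control, at or above 50; inconclusive means mean below 50 but at least one replicate at or above 50; inactive means mean and every replicate below 50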
GSK3beta inhib: human GSK3beta kinase inhibition | P49841 | activity score (negative = inhibition), % at 10 µM | 300,000 compounds, 0.038% hits | GST-GSK3beta kinase, ADP-Glo luminescence, 60 min; stronger effect = lower value;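 active means more than half of replicate wells score below -50%, meaning over 50% inhibition versus plate controls; inconclusive means some replicates but at most half score below -50%; inactive means no replicate scores below -50%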;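 further: 0% = median DMSO wells and -100% = median GW8510 positive control wells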
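Test system: GST-tagged human GSK3beta kinase, cell-free; evaluation: activity score scaled between in-plate DMSO and GW8510 controls; measured by: ADP-Glo luminescence; incubation: 60 min reaction, RT; benchmarks: DMSO and 20 µM GW8510; reagent: peptide substrate plus 25 µM ATP (final); medium: Tris/MgCl2 kinase buffer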
HSP90 inh: HSP90 refolding inhibition in rabbit reticulocyte lysate; luciferase refolding luminescence, 3 h; inhibition, % at 5.6 µM; 290,000 compounds, 0.91% hits;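 active means inhibition above the screen-wide mean plus 3 SD, computed separately per campaign, cut at about 16% in these data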;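 further: 0% = DMSO wells and 100% = 60 µM geldanamycin wells; inhibitors lower the luminescence because luciferase stays unfolded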
PolyA inh: yeast polyadenylation inhibition; S. cerevisiae SKY197-pL101 polyadenylation reporter, beta-gal luminescence; efflux-impaired pdr1/pdr3 knockout yeast; score 100 = 6 SD above DMSO; calls only at 12 µM; 300,000 compounds, 0.02% hits;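 active means lowest replicate activity score at least 50, where 100 means six control SD above control mean; inconclusive means lowest score under 50 but half or more replicates reach 50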;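 further: yeast exposed to compound for 9 h at 30 °C; higher score means more reporter readthrough which indicates perturbed polyadenylation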
DYRK1A inh: Dyrk1A (rat) kinase inhibition; ADP-Glo luminescence, NFATc1 peptide; inhibition, % at 12.5 µM; 310,000 compounds, 0.43% hits; AID 504441; in the data active means inhibition above about 50%;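 further: plate controls were vehicle with enzyme for no effect and no enzyme for full effect; many of its hits are not listed in these tables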
HSF1 inh: HSF1 inhibition | NIH3T3-HGL HSE-luciferase, MG132-induced, luminescence 8 h; stronger effect = lower value | activity change, negative = inhibition, % at 7.5 µM (by protocol) | 300,000 compounds, 0.77% hits;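 active means more than half of replicate wells show activity change below -50%, luminescence cut by over half; inconclusive means some wells, but at most half, below -50%; inactive means no replicate well below -50%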;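 further: luciferase reports HSF-1 transcriptional activity via heat shock element; 0% = median of DMSO wells and -100% = zero luminescence signal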
GSK3 alpha inh: blocks human GSK-3 alpha kinase. ADP-Glo luminescence, 60 min. inhibition, % at 10 µM. 320,000 compounds, 0.1% hits;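 in the data active means inhibition above about 50%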;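 further: GST-tagged GSK-3 alpha with peptide substrate and 25 µM ATP; 0% = DMSO neutral wells and 100% = GW8510 positive control wells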
Target sequence (P49840 whole entry, looked up): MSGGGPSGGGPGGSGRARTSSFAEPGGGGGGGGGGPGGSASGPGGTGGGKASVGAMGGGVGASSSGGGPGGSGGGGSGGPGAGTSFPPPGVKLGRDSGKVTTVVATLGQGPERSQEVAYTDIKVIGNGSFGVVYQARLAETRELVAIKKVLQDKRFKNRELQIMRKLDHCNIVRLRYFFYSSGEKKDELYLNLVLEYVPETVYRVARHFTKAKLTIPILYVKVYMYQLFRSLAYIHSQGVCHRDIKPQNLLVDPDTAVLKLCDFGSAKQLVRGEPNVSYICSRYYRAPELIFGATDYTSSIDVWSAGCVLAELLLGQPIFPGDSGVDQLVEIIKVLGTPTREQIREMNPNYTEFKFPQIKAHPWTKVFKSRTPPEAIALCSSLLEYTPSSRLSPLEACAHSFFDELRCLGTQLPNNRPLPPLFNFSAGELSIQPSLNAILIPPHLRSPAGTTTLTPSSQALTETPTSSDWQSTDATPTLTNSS
AI-2 QS mod: modulates the Vibrio harveyi AI-2 quorum sensing system; Vibrio harveyi JMH597 AI-2 luminescence/OD600 ratio, 9 h; stronger effect = lower value; strain lacks LuxN and CqsS sensors; 0 = neutral-control median; activity change, % at 7.5 µM; 300,000 compounds, 0.4% hits; AID 2094; in the data active means activity change below about -75%, passing the limit was not always enough; inconclusive means no clear call, values can overlap the other calls;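 further: luminescence divided by OD600 gain over 9 h not by final OD600 alone; inactives centre near 13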
HSF-1 act: increases HSF-1 driven luciferase reporter signal | 300,000 compounds, 1.7% hits | AID 504408 | NIH3T3-HGL HSF-1 luciferase reporter, MG132, 8 h; 100% = twice DMSO control signal | activation, % at 9 µM;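 active means mean replicate activation of at least 50% with a set share of replicates each reaching 50%; inconclusive means only one of those two conditions met; inactive means mean below 50% and too few replicates reaching it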;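 further: 0% = median of the neutral control wells and 100% = twice that signal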
HDAC3 inh: human HDAC3 inhibition; inhibition, % at 8.3 µM; AID 2718; recombinant HDAC3, fluorogenic peptide/trypsin coupled, fluorescence; 320,000 compounds, 0.15% hits; O15379; in the data active means inhibition above about 26%, passing the limit was not always enough; inconclusive means no clear call, values can overlap the other calls
Target sequence (O15379 whole entry, looked up): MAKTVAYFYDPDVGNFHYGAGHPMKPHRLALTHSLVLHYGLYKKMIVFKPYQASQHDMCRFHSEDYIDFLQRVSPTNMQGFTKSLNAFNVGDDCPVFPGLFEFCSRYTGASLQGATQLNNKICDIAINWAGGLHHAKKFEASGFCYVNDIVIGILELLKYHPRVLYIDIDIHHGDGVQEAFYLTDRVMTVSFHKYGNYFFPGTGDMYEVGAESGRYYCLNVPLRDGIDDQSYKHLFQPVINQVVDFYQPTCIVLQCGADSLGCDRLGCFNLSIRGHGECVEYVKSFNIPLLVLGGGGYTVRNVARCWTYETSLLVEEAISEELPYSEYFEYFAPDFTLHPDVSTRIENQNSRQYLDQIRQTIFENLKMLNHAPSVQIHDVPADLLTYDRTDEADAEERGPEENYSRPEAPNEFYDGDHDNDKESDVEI
* = called active by the depositor; i = inactive; ? = inconclusive; / = no result given; & = joins results of further samples.

| SMILES | Platelet DG rel | GSK3beta inhib | HSP90 inh | PolyA inh | DYRK1A inh | HSF1 inh | GSK3 alpha inh | AI-2 QS mod | HSF-1 act | HDAC3 inh |
| --- | --- | --- | --- | --- | --- | --- | --- | --- | --- | --- |
| O=C(CCC(=O)NC1CCCCC1)Nc1cccnc1 | -2 | -2 | 0 | i | -5 | -4 | -2 | 9 | -13 | 1 |
| CC/C(=N\NC(=O)CCC(=O)NCc1ccccc1)c1ccc(O)cc1 | -3 | -2 | 2 | i | -49 | 11 | 3 | 17 | 36 | 1 |
| COc1cccc(/C=N/NC(=O)c2cccc([N+](=O)[O-])c2)c1OS(=O)(=O)c1ccc(C)cc1 | 1 | -2 | -2 | i | 1 | -23 | -1 | 13 | -39 | ? |
| Clc1ccc(-c2nc3ncccn3c2Cl)cc1 | -8 | 3 | 4 | i | 2 | 13 | 2 | -1 | 11 | -124 |
| Oc1ccc2ccccc2c1CN1CCN(C/C=C/c2ccccc2)CC1 | 5 | 3 | -1 | i | -8 | 128 | 0 | 26 | 185* | 11 |
| CCOc1ccccc1-n1c(SCC(N)=O)nnc1-c1cccnc1 | -8 | 0 | 2 | i | -1 | 5 | 3 | 10 | 4 | 3 |
| Cc1c(Cl)cccc1N=C(N)N=C(N)N | -11 | -3 | 2 | i | 5 | -1 | 2 | 20 | 8 | -5 |
| Cn1c(=O)c(C(=O)NCC2CCCO2)c(O)c2ccccc21 (centres undefined) | -8 | 4 | 0 | i | 3 | 0 | 1 | 9 | 17 | 2 |
| Cc1ccc2occ(/C=N/NC(=O)c3ccccc3Br)c(=O)c2c1 | -6 | 1 | 2 | i | 5 | 5 | 0 | 2 | 5 | -1 |
| CC(=O)c1ccc(-n2c(CCC(=O)O)ccc2-c2ccc(Cl)cc2)cc1 | -1 | 3 | -2 | i | -5 | 4 | -1 | 23 | 10 | -2 |
| S=c1[nH]nc(C2CCCCC2)n1/N=C/c1cccs1 | 4 | -1 | 0 | i | 46 | -6 | 9 | 9 | 22 | 14 |
| CCOC(=O)c1c(NC(=O)CSc2nnc(-c3c[nH]c4ccccc34)n2C)sc2c1CCCC2 | -1 | -1 | 0 | i | 0 | -56* | -2 | 0 | -65 | 3 |
| CC(C)OCCCNC(=O)Cn1ncc2c(=O)oc3ccccc3c21 | -3 | -3 | -1 | i | 6 | -3 | 1 | 31 | 4 | 6 |
| CCNC(=O)NC(C(=O)OC)C12CC3CC(CC(C3)C1)C2 (centres undefined) | 6 | 0 | 4 | i | -5 | 1 | 3 | 7 | -12 | -1 |
| CN(C)CCNc1ncnc2c1sc1nc(N3CCOCC3)c3c(c12)CC(C)(C)SC3 | 15 | -2 | 4 | i | 10 | 1 | 3 | 18 | -2 | 2 |
| COc1cc(C(=O)NCc2cn3cccc(C)c3n2)cc(OC)c1OC | 1 | 1 | -4 | i | 0 | 0 | -2 | 7 | 17 | 0 |
| CCOC(=O)Cn1c(S(=O)(=O)Cc2ccccc2)nc2ccccc21 | -1 | 0 | -1 | i | 5 | 4 | 0 | 18 | -1 | / |
| CN(C)c1ccc(/C=c2/sc3n(c2=O)NC2(c4ccccc4)N(C)C(=O)N(C)C2(c2ccccc2)N=3)cc1 (centres undefined) | -14 | 1 | 0 | i | / | 3 | 1 | 32 | -2 | 0 |
| Cc1ccc(SCCSc2ncccn2)cc1 | 4 | 5 | 2 | i | / | 19 | -2 | 23 | 43 | -2 |
| CCCCCCNC(=O)CCc1nc2cccnc2n1Cc1ccc(OC)cc1 | -2 | 1 | 2 | i | 2 | 2 | 0 | 2 | 0 | -1 |
| CC(=O)Oc1ccc2c(c1)c(C(C)=O)c(C)n2C | 12 | 5 | 4 | i | 2 | -2 | 0 | 34 | -9 | -1 |
| COCCNc1nc(C)c(C(C)=O)s1 | 4 | 2 | -3 | i | -1 | 17 | -1 | 11 | 10 | 2 |
| Cc1ccccc1NCN1C(=O)C2C3C=CC(C3)C2C1=O (centres undefined) | 5 | 2 | 0 | i | 4 | -2 | 0 | 33 | 6 | 0 |
| CCOC(=O)c1ccn(-c2nc(-c3ccco3)cc(C(F)(F)F)n2)n1 | 6 | 0 | -4 | i | -1 | 6 | 1 | 17 | -6 | 5 |
| CCN(CC)S(=O)(=O)c1cccc(NC(=O)c2ccccc2Br)c1 | -1 | -1 | -1 | i | -2 | 1 | -1 | 16 | -1 | 2 |
| O=C(NCc1nnnn1-c1ccc(F)c(F)c1)c1cc2ccccc2o1 | 2 | 2 | / | i | 20 | -3 | -1 | -17 | 14 | 2 |
| O=C(/C=C/c1ccccc1Cl)c1ccc(O)cc1 | 28 | 2 | 0 | i | 5 | 18 | 0 | ? | 32 | 10 |
| CN1CCN(NC(=O)c2ccc(Br)s2)CC1 | 1 | -7 | 2 | i | 10 | / | 6 | 10 | / | -6 |
| COc1ccc(N2CCN(C(c3cccc(OC)c3OC)c3nnnn3C3CCCC3)CC2)cc1 (centres undefined) | -10 | 0 | 2 | i | -7 | -4 | 2 | 15 | 12 | 0 |
| COc1ccccc1N1CCN(C(=O)C2CCN(S(=O)(=O)c3ccc(Cl)cc3)CC2)CC1 | / | / | 2 | / | 3 | / | -1 | / | / | -2 |
| COCCCNC(=O)Cn1c(=O)n(CC(=O)N2CCCCC2)c(=O)c2sccc21 | 3 | 4 | -3 | i | -5 | 4 | -2 | 23 | 5 | -5 |
| CC(C)(C)CN1CCC(Oc2cccc(C(=O)N3CCC[C@H]3CO)c2)CC1 | -6 | 0 | -1 | i | -1 | 3 | 0 | 46 | 0 | -4 |
| CCCCc1c(C)nc2nc(SCc3ccc(Cl)cc3)[nH]n2c1=O | -1 | 0 | 2 | i | -2 | 1 | -3 | 6 | 19 | -3 |
| CCC(=O)Nc1nc2ccccc2n1Cc1ccccc1Cl | -5 | 2 | -2 | i | / | -1 | 1 | 23 | 11 | 6 |
| O=C(NCc1ccc(Cl)cc1)C1CCCO1 (centres undefined) | 7 | 4 | 1 | i | -1 | 4 | -2 | 14 | -7 | 1 |
| COc1ccc2[nH]c(CN3CCN(C(C)C)C(CCO)C3)c(C)c2c1 (centres undefined) | 0 | 1 | 8 | i | 5 | 2 | -1 | 16 | -2 | 4 |
| Oc1cccc(/C=N/Nc2ccc(Cl)nn2)c1 | -2 | 2 | -5 | i | 3 | 11 | -1 | 10 | 17 | 0 |
| Cc1nn(-c2ccc(F)cc2)c2sc(C(=O)N3CCCCCC3)cc12 | -5 | 3 | -4 | / | 3 | 13 | -6 | 26 | 18 | 4 |
| CCCC(=O)c1ccc(N2CCCC2)c(F)c1 | 5 | 0 | -2 | i | -8 | 14 | -4 | 18 | 20 | 9 |
| C=CCSc1nc(N2CCOCC2)c2c(c1C#N)CC(C)(C)N(C)C2 | -8 | -9 | 3 | i | 7 | 2 | / | 6 | 5 | / |
| Cc1cc(Nc2ccc(F)cc2)n2nc(C)nc2n1 | 1 | 0 | 0 | i | 4 | -5 | 1 | 5 | -1 | -2 |
| Nc1nc2c(nc(SCc3ccccc3Br)n2C2OC(CO)C(O)C2O)c(=O)[nH]1 (centres undefined) | -3 | -1 | 0 | i | -1 | 2 | 0 | 22 | 2 | -1 |
| COc1ccc(NC(=O)C(=O)N/N=C/c2cccnc2)cc1 | 21 | -3 | 1 | i | -2 | -2 | -2 | 4 | 1 | -9 |
| O=C(O)c1ccccc1NCc1ccncc1 | -3 | 2 | 0 | i | 6 | -5 | 4 | 34 | 8 | 3 |
| Cc1nn2c(=O)nc3sc4c(c3c2[nH]c1=O)CCCC4 | 3 | -4 | -4 | i | / | -3 | 14 | 29 | -6 | -8 |
| Cc1cccc(NCCC(=O)c2ccc([N+](=O)[O-])cc2)c1C | 0 | 1 | 1 | i | / | 16 | -3 | 16 | 33 | 7 |
| CCC(Sc1nc(N)c(NC(=O)c2ccc(OC)cc2)c(=O)[nH]1)C(=O)O (centres undefined) | 11 | 1 | -3 | i | 3 | -8 | 6 | 34 | 2 | 2 |
| Cc1ccc(NC(=O)c2ccccc2F)c(NC(=O)c2ccccc2F)c1 | 4 | -2 | / | i | -1 | 3 | 0 | 24 | 24 | -3 |
| CC(=O)Nc1ccc(N=Cc2nc(-c3ccc(C)cc3)oc2O)cc1 | 3 | 2 | 2 | i | 0 | -2 | 0 | 33 | -5 | 14 |
| CSC1=NC2(C[C@H]2c2ccccc2)C(=O)N1C (some centres undefined) | -4 | -2 | / | i | -2 | -4 | -2 | -17 | -11 | -1 |
| COc1ccc2oc(=O)c(C(=O)Nc3cccc(C)c3)cc2c1 | 3 | 3 | -1 | i | -4 | 22 | 1 | 14 | ? | -5 |
| O=c1c2cccnc2n(-c2ccccc2)n1Cc1c(Cl)cccc1Cl | 1 | 1 | -2 | i | -1 | -46 | 2 | 14 | -56 | -2 |
| O=C(CNC(=O)c1sc2ccccc2c1Cl)Nc1ccccc1F | -2 | -2 | / | i | -3 | 6 | -1 | 5 | 14 | 0 |
| O=C(CN1CCN(S(=O)(=O)N2CCCCC2)CC1)Nc1cc(Cl)ccc1Cl | 1 | -2 | 1 | i | 26 | -4 | 1 | 20 | -17 | 7 |
| Cc1cc(C)n(CCCNCC(O)c2ccccc2)n1 (centres undefined) | 2 | -2 | 2 | i | -5&-6 | -2 | -2 | 26 | -1 | 2 |
| OCCC1CN(Cc2cccn2-c2nccs2)CCN1C1CCCCC1 (centres undefined) | 1 | -1 | 2 | i | 0 | -2 | -1 | 17 | -10 | -5 |
| CC1=C(C#N)c2nc(N)c(C#N)c(C)c2/C1=C\c1ccc(-c2ccccc2C(=O)O)o1 | -1 | -15 | -1 | i | 15 | 0 | / | 9 | -9 | / |
| COc1ccc(/C=N/NC(=O)CCNc2n[nH]c(=O)[nH]c2=O)c(OC)c1 | 0 | 2 | 1 | i | -2 | -3 | -1 | 26 | -8 | -1 |
| CCOC(=O)c1cc2c(ccn2C)n1CC(=O)N1C(C)CCCC1C (centres undefined) | -4 | 1 | 0 | i | 5 | / | -10 | -4 | / | 2 |
| COc1ccc2[nH]c(C(=O)O)c(NS(=O)(=O)c3ccc(Cl)s3)c2c1 | 1 | 6 | -4 | i | 11 | 4 | -3 | 15 | 0 | -9 |

Later entries:
| SMILES | Platelet DG rel | GSK3beta inhib | HSP90 inh | PolyA inh | DYRK1A inh | HSF1 inh | GSK3 alpha inh | AI-2 QS mod | HSF-1 act | HDAC3 inh |
| --- | --- | --- | --- | --- | --- | --- | --- | --- | --- | --- |
| c1cncc(-c2csc(NCc3ccco3)n2)c1 | -3 | -2 | 7 | i | 15 | -11 | / | -8 | 0 | -2 |
| COc1ccc(/C=N/Nc2ccc(C(=O)O)cc2)cc1OC | 6 | 0 | 35* | i | -2 | -20 | 0 | -93* | -30 | / |
| CN1/C(=C\C=N\O)C(C)(C)c2ccccc21 | -1 | 1 | -2 | i | -2 | -24 | 0 | 17 | -36 | 7 |
| C[C@H]1CN=C(Nc2ccccc2)N1CCCC1CCCC1 | -1 | -12 | -2 | i | -9 | 0 | 2 | -4 | -14 | 0 |

The list is partial (hit frequency here may not be typical).
